# Assay outcomes deposited in PubChem by several laboratories.
# M5 ag: human M5 muscarinic receptor agonists, primary screen, CHO-K1 cells, Fluo-8 calcium fluorescence. actives 0.19% (n = 360,000). Muscarinic acetylcholine receptor M5 (Homo sapiens), P08912. CHO-K1 hM5 cells; 0% DMSO wells, 100% maximal acetylcholine response. activation, % at 3 µM;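 active means activation above the run's mean over test compounds plus 3 SD, cut at about 23% in these data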;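 further: signal is peak over basal fluorescence ratio across the kinetic read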
# CRFBP-R2 agonist: agonists of CRF-BP/CRF-R2 complex, primary screen, cell-based, HEK293, calcium dye fluorescence, uHTS | CRF-binding protein / CRF receptor 2 complex (human) | calcium dye fluorescence (FLIPR); percent of saturating CRF peptide response | activation, % at 13.2 µM | actives 0.46% (n = 350,000) | AID 588473, 2011;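 active means activation of at least 50%, plus an integration ratio under a set limit after plate pattern correction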;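 further: plate controls were neutral control wells without compound for no effect and CRF at EC100 for full effect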
# TAAR1 antagonist: human TAAR1 antagonists, primary screen, Fluo-8 calcium fluorescence, CHO RD-HGA16 cells; Trace amine-associated receptor 1 (Homo sapiens), Q96RJ0; antagonist; inhibition, % at 3 µM; actives 1.5% (n = 360,000); AID 624466, 2012;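 active means inhibition above a per-plate cutoff, the mean inhibition of test compounds on that plate plus 3 SD, cut at about 49% in these data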;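 further: 0% = DMSO plus EC80 beta-PEA response and 100% = DMSO alone without agonist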
# Target sequence (Q96RJ0 whole entry, looked up): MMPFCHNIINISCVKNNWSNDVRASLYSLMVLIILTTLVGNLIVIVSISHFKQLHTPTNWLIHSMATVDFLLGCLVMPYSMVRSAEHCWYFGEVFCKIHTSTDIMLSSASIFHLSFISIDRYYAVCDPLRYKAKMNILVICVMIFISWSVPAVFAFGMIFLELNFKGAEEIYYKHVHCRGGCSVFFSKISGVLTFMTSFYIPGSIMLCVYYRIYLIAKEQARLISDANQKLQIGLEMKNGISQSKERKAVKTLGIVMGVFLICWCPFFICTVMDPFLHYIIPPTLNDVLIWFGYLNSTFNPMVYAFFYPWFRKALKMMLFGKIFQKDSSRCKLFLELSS
#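 Test system – hTAAR1-expressing CHO RD-HGA16 cells, Gα16-coupled · Reagent – β-PEA at EC80 concentration, post-compound challenge · Compound dosing – 3 µM, single point · Timing – 140 s kinetic read after compound, 140 s after agonist · Detection – Fluo-8 intracellular calcium dye fluorescence, real-time kinetic reads · Control set – DMSO and EC80 PEA controls · Repeats – n of 1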
# M5 antag: human M5 muscarinic receptor antagonists, primary screen, CHO cells, Fluo-8 calcium fluorescence; Muscarinic acetylcholine receptor M5 (Homo sapiens), P08912; CHO-hM5 cells, ACh EC80; inhibition, % at 3 µM; actives 0.59% (n = 360,000);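 active means inhibition above a per-plate cutoff, the mean of that plate's test compounds plus 3 SD, cut at about 27% in these data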;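 further: 0% = acetylcholine EC80 with DMSO and 100% = DMSO without agonist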
# CHO-K1 Ca PAM: nonselective calcium activators in parental CHO-K1 cells, primary screen, counter-screen for M1 PAM project, cell-based, Fluo-8 calcium fluorescence, full deck, 1536-well; ATP EC20; 0% at ATP EC20, 100% at ATP max; activation, % at 3 µM; actives 0.02% (n = 360,000); AID 602247, 2012;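 active means activation above the run cutoff, the mean activation of all test compounds plus 3 SD, cut at about 40% in these data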;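 further: peak over basal fluorescence ratio in a 140 s read after ATP addition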
# CRFBP-R2 block: antagonists of CRF-BP/CRF-R2 complex, primary screen, cell-based, HEK293, calcium dye fluorescence, uHTS; AID 588475, 2011; inhibition, % at 11.8 µM; actives 0.59% (n = 350,000); CRF-induced calcium fluorescence;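 active means inhibition of the ligand-induced calcium signal above about 50% at the single tested concentration, limit read from the data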
# M5 PAM: human M5 muscarinic receptor positive allosteric modulators, primary screen, CHO-K1 cells, Fluo-8 calcium fluorescence. Muscarinic acetylcholine receptor M5 (Homo sapiens), P08912. CHO-K1 hM5, ACh EC20 PAM; 0% = ACh EC20, 100% = ACh EC100. activation, % at 3 µM. actives 0.3% (n = 360,000). AID 624038, 2012;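 active means activation above the run cutoff, the mean activation of all test compounds plus 3 SD, cut at about 18% in these data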
#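 Probe or stimulus: acetylcholine, EC20 level; Assay system: human M5 receptor in CHO-K1 cells; Schedule: compound preincubation 140 s before EC20 acetylcholine addition; Technique: intracellular calcium via Fluo-8 fluorescence; Dosing: single-point, 3 µM nominal; Read-out basis: percent activation from peak-over-basal fluorescence ratio, scaled EC20-to-EC100 acetylcholine; Repeats: one well per compound, no replicates.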
# TAAR1 agonist: human TAAR1 agonists, primary screen, Fluo-8 calcium fluorescence, CHO RD-HGA16 cells; activation, % at 3 µM; actives 0.99% (n = 360,000); AID 624467, 2012; vehicle wells 0%, saturating PEA agonist 100%;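 active means activation above the mean activation of all test compounds in the run plus 3 SD, cut at about 38% in these data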
#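 Signal – calcium-sensitive Fluo-8 signal, excitation 470-495, emission 515-575 nm · System – RD-HGA16 (CHO) cells co-expressing Gα16 and hTAAR1 · Incubation – 17-24 h seeding, 75 min 37 °C dye, 30 min RT · Compound dosing – 3 µM single concentration · Repeats – no replicates (n 1)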
# M4 PAM: human M4 muscarinic receptor positive allosteric modulators, primary screen, CHO-K1 cells, Fluo-8 calcium fluorescence | Muscarinic acetylcholine receptor M4 (Homo sapiens), P08173 | CHO-K1 hM4/Gqi5, ACh EC20; 0% = ACh EC20, 100% = maximal ACh | activation, % at 3 µM | actives 0.4% (n = 360,000);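 active means activation above its plate's cutoff, the mean activation of sample wells plus 3 SD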; further: some results filed as inactive read as strong as hits
# Target sequence (P08173 whole entry, looked up): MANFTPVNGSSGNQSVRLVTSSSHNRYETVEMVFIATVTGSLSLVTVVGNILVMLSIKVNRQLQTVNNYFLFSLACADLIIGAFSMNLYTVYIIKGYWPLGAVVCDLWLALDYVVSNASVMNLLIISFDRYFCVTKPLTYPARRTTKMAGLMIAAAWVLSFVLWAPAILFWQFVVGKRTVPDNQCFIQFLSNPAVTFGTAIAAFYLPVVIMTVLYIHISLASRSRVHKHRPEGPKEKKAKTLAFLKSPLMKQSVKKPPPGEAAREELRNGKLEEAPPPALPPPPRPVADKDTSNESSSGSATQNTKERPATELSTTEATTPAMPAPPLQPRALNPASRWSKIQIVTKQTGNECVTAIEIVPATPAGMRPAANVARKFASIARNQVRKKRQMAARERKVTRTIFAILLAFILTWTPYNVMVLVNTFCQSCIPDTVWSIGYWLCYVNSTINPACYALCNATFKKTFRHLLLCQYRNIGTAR
# Active calls of the source: *; . = not tested or not shown; & = joins results of further samples.
SMILES,M5 ag,CRFBP-R2 agonist,TAAR1 antagonist,M5 antag,CHO-K1 Ca PAM,CRFBP-R2 block,M5 PAM,TAAR1 agonist,M4 PAM
CC1(C)C(=O)N(c2ccccc2)C1c1ccccc1O (centres undefined),-9,-5.2,-9,1,12,4,-3,-2,-10
Cc1ccc(C(=O)Nc2nc3ccccc3n2CCN2CCCC2)cc1,-4,-0.1,-12,-7,15,24,-3,-2,6
Cc1cc(C(=O)N2CCN(c3cc(Cl)ccc3C)CC2)on1,-2,-5.9,-5,0,16,6,1,2,-1
O=C(Nc1cc([N+](=O)[O-])ccc1N1CCCC1)c1cccs1,-2,-0.2,-8,2,-17,19,-1,-1,-6
O=C(Cn1ncc2c([nH]c3ccccc32)c1=O)N1CCCCC1,0,3.3,-8,1,5,-19,-1,10,-1
COc1ccc(CC(=O)NNC(=O)CN(C)S(=O)(=O)c2ccc(Cl)cc2)cc1OC,3,2.1,4,4,8,-3,-5,8,10
CCCCCCCCCCCCCCCCn1cc[n+](C)c1,-6,4.3&13,41,48*,2,24&31,-21,27,-17
CN(CC(=O)Nc1cccc(F)c1)C(=O)c1cc(S(=O)(=O)N(C)C)ccc1N1CCCC1,2,2.1,11,1,7,-14,-3,3,0
Cc1cc(C(=O)N2CCC(C(F)(F)F)n3nccc32)on1 (centres undefined),-2,1.6,2,-2,17,-9,0,-2,16
c1ccc2c(N3CCCCC3)nc(N3CCCC3)nc2c1,-1,-0.3,20,9,19,-25,-8,1,-3
CCOc1ccc(S(=O)(=O)N2CCC(C(=O)NCc3cccnc3)CC2)cc1C,-5,0.0,-15,2,22,-4,5,3,0
CCOC(=O)C1=C(O)/C(=C/c2ccc(-c3ccccc3C(=O)O)o2)SC1=Nc1ccc(C)cc1,10,43,-12,-9,14,-26,14,0,-6
CSc1nsc(SCC(=O)N2CCN(c3ccccc3)CC2)n1,-5,-0.6,3,-5,0,22,0,4,6
Cc1ccc(-c2csc(N3CCC[C@@H]3C(=O)NCCn3c(-c4ccncc4)nc4ccccc43)n2)cc1,-6,-4.8,62*,27,-15,-1,-31,25,-16
Cc1ccccc1CSc1nnc(C)c(=O)[nH]1,-1,1.7,-41,1,8,8,-3,6,6
COc1ccc(OC)c(CN2CCN(C(=O)[C@@H](NC(=O)c3cccc(C)c3)C(C)C)CC2)c1,-2,3.6,8,12,11,6,2,-2,0
Cc1ccc(NC(=O)Cc2nnc(SCC(=O)c3ccc(Br)cc3)n2C)cc1,-2,1.5,3,-1,25,-17,-1,24,7
CCOC(=O)C1(C)CCCN1C(=O)c1cccc2ccccc12 (centres undefined),-1,.,6,-1,9,.,3,1,2
CCOc1ccc(S(=O)(=O)N2CCN(C(=O)c3cc([N+](=O)[O-])ccc3N3CCOCC3)CC2)cc1,0,-0.7,-5,6,-18,2,6,4,12
CC(=O)C1=C(C)NC(=O)NC1c1ccc(Cl)cc1 (centres undefined),0,0.8,3,2,8,-3,-4,2,-1
O/N=C(\c1ccccc1)c1nccc2ccccc12,-2,0.9,-18,-3,-3,2,8,2,6
CC1(C)CC(=O)C=C(NCCCN2CCCC2=O)C1,1,-1.9,-2,-6,4,22,0,16,12
O=c1oc2ccccc2c(O)c1CN1CCCCC1,1,2.3,0,3,7,18,-11,9,-1
N#C/C(=C\c1cn(-c2ccccc2)nc1-c1ccccc1)S(=O)(=O)c1ccccc1,-2,0.6,8,1,7,5,0,2,-5
COCCn1c(=S)[nH]c2ccccc21,0,0.3,16,4,7,12,-2,1,-7
SMILES,M5 ag,CRFBP-R2 agonist,TAAR1 antagonist,M5 antag,CHO-K1 Ca PAM,CRFBP-R2 block,M5 PAM,TAAR1 agonist,M4 PAM
CSc1ccccc1NC(=O)CCc1ccccc1,-7,-2.6,-11,6,8,30,7,-1,22*
CN(CC(=O)NC1CC(C)(C)NC(C)(C)C1)S(=O)(=O)c1ccc(Br)cc1,-3,0.0,-6,6,18,11,-4,1,-1
COc1ccc(-c2csc(C)n2)cc1Br,0,1.5,-27,6,0,-8,-6,1,-8
O=C(NC1CCCC1)c1cccnc1N1CCCCCC1,-1,1.2,-7,-3,5,-3,1,0,3
C=CCC[C@H](Cc1ccc(F)cc1)C(=O)OC[C@H](C)NC(=O)[C@H](CC=C)CC(=O)NCCO,1,-0.6,13,4,8,-6,-5,3,9
O=C(c1ccc2c(c1)OCO2)c1ccc[nH]1,0,2.2,-17,-4,23,5,2,5,-5
NS(=O)(=O)c1ccc(CCNC(=O)c2cnc(Cl)c(Cl)c2)cc1,-1,1.1,-10,11,-2,-4,0,2,-3
Cc1ccc(N2C(=N)SCC2=O)cc1Cl,-2,0.1,-8,0,2,4,0,-1,-5
CCc1nnc(NC(=O)c2ccc(-c3ccccc3Cl)o2)s1,0,-1.5,-6,-2,-3,-17,-4,3,-1
O=C(NNC(=O)c1ccc[nH]1)c1cccc(C(F)(F)F)c1,-3,1.3,-10,2,-9,-1,4,0,0
Cc1cc(C)cc(Nc2c3c(nc4ncnn24)CCC3)c1,-4,-2.7,-24,0,19,-20,1,2,2
Cc1ccccc1NC(=O)N1CCCC(c2nc(-c3ccc(F)cc3)no2)C1 (centres undefined),-4,-0.4,6,-3,5,-12,0,1,-8
Cc1onc(-c2ccccc2)c1C(=O)OCCOc1ccccc1F,-4,-1.1,17,-2,16,16,-6,1,-6
O=C(Nc1nnc(-c2ccncc2)s1)Nc1ccccc1F,-2,4.1,-1,-3,-8,-48,-2,20,5
CCOC(=O)c1cc2cc(OC)ccc2n1C1CCN(CCc2ccccc2)CC1,1,.,8,2,11,.,-9,2,0
CCCOc1ccc(N/C=C/C(=O)c2ccc(OC)c(OC)c2)cc1,-2,-0.1,14,0,-5,26,0,-1,-5
Cc1cccc(CC(C)NC(=O)c2cc(COc3ccc(C)c(C)c3)on2)n1 (centres undefined),-6,-2.1,-20,15,-21,18,-6,3,-7
CN(CC(=O)Nc1ccc(Cl)cc1)C(=O)c1ccc(N2CCCC2=O)cc1,2,-0.1,-10,-6,-9,-7,5,3,14
N#Cc1cc(C#N)c(N2CCN(c3ccccn3)CC2)nc1N,2,9.9,37,6,23,-70,-14,17,-19
NS(=O)(=O)c1ccc(NC(=O)Nc2cccc(Cl)c2)cc1,0,-0.6,23,-3,4,-5,-4,19,-4
CCn1c(SCc2ccccc2)nc2ccccc2c1=O,1,1.4,-7,-3,1,3,4,2,-1
CCSCc1nc2ccccn2c1Br,-4,4.2,10,0,-14,-11,-8,4,5
Cc1cc(C)c(S(=O)(=O)Nc2ccccc2-c2ccccc2)c(C)c1,-7,3.5,40,9,44*,-32,-4,13,-2
CCc1n[nH]c(=S)n1/N=C/c1cccc2ccccc12,-1,-1.0,-33,8,5,-5,-2,3,1
CCOC(=O)c1oc2c(CN3CCCCC3C)c(O)ccc2c(=O)c1-c1ccc(OC)c(OC)c1 (centres undefined),-2,0.5,1,-2,2,-8,1,11,4
COc1ccc(NC(=O)Cn2nc(Cc3cccnc3)c3ccccc3c2=O)cc1OC,2,0.4,-22,-2,16,-34,1,0,5
O=S(=O)(Nc1cccc(C(F)(F)F)c1)c1cnc[nH]1,-1,-0.4,9,-1,11,13,1,9,-3
O=C(Nc1ccc(S(=O)(=O)N2CCCCC2)cc1)c1ccc(=O)[nH]c1,4,-1.3,9,4,6,-4,-4,1,4

# Quoted from the listing.
# M5 PAM with CC1(C)C(=O)N(c2ccccc2)C1c1ccccc1O (centres undefined) is entered as -3
# M5 PAM with CSc1ccccc1NC(=O)CCc1ccccc1 is entered as 7

# A run of entries from the list above:
SMILES,M5 ag,CRFBP-R2 agonist,TAAR1 antagonist,M5 antag,CHO-K1 Ca PAM,CRFBP-R2 block,M5 PAM,TAAR1 agonist,M4 PAM
CC1(C)C(=O)N(c2ccccc2)C1c1ccccc1O (centres undefined),-9,-5.2,-9,1,12,4,-3,-2,-10
Cc1ccc(C(=O)Nc2nc3ccccc3n2CCN2CCCC2)cc1,-4,-0.1,-12,-7,15,24,-3,-2,6
Cc1cc(C(=O)N2CCN(c3cc(Cl)ccc3C)CC2)on1,-2,-5.9,-5,0,16,6,1,2,-1
O=C(Nc1cc([N+](=O)[O-])ccc1N1CCCC1)c1cccs1,-2,-0.2,-8,2,-17,19,-1,-1,-6
O=C(Cn1ncc2c([nH]c3ccccc32)c1=O)N1CCCCC1,0,3.3,-8,1,5,-19,-1,10,-1
COc1ccc(CC(=O)NNC(=O)CN(C)S(=O)(=O)c2ccc(Cl)cc2)cc1OC,3,2.1,4,4,8,-3,-5,8,10
CCCCCCCCCCCCCCCCn1cc[n+](C)c1,-6,4.3&13,41,48*,2,24&31,-21,27,-17
CN(CC(=O)Nc1cccc(F)c1)C(=O)c1cc(S(=O)(=O)N(C)C)ccc1N1CCCC1,2,2.1,11,1,7,-14,-3,3,0
Cc1cc(C(=O)N2CCC(C(F)(F)F)n3nccc32)on1 (centres undefined),-2,1.6,2,-2,17,-9,0,-2,16
c1ccc2c(N3CCCCC3)nc(N3CCCC3)nc2c1,-1,-0.3,20,9,19,-25,-8,1,-3
CCOc1ccc(S(=O)(=O)N2CCC(C(=O)NCc3cccnc3)CC2)cc1C,-5,0.0,-15,2,22,-4,5,3,0
CCOC(=O)C1=C(O)/C(=C/c2ccc(-c3ccccc3C(=O)O)o2)SC1=Nc1ccc(C)cc1,10,43,-12,-9,14,-26,14,0,-6
CSc1nsc(SCC(=O)N2CCN(c3ccccc3)CC2)n1,-5,-0.6,3,-5,0,22,0,4,6
